POLH inh: inhibitors of human DNA polymerase eta; Q9Y253; Potency, µM (highest dose often 114 µM), inactives show at the top dose activity change, negative = inhibition, actives largely listed as inhibitors; 390,000 tested, 1.2% active; recombinant Pol eta, fluorescent DNA replication assay; AID 588591; also: % is scaled to controls: 0 for no effect and ±100 for the full control effect
Target sequence (Q9Y253 whole entry, looked up): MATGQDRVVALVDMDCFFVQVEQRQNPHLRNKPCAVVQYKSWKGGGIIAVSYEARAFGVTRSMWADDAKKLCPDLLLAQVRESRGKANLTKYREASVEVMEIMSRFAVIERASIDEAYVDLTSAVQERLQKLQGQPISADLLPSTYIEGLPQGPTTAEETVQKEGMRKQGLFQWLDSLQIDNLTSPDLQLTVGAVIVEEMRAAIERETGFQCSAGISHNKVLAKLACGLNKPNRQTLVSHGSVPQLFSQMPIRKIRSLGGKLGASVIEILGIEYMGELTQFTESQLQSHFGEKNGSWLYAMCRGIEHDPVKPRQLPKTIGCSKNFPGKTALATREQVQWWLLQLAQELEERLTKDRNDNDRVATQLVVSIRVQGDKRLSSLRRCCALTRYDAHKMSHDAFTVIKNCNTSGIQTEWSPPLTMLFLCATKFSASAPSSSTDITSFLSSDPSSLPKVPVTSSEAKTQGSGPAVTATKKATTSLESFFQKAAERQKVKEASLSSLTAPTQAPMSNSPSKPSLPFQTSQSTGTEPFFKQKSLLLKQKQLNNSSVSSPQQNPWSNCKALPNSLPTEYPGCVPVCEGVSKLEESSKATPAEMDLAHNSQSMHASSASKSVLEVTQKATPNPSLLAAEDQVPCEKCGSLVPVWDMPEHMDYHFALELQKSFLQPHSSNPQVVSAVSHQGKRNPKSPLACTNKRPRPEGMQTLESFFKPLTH
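Fluorescent replication assay: 50 nM final substrate added after a 15 min room-temperature compound preincubation with 10 nM enzyme. Signal taken at 0 min and again at 10 min.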
G9a inh: inhibitors of human histone lysine methyltransferase G9a. G9a H3K9 monomethylation, AlphaScreen, 2 h. Potency, µM (highest dose often 102 µM), inactives show top-dose activity, negative = inhibition, hits mostly inhibitors. 350,000 tested, 8.8% active. AID 504332; also: % is scaled to controls: 0 for no effect and ±100 for the full control effect; nearly all actives have a fitted effect of over 75% in size
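Signal arises when biotinylated H3K9 peptide, once monomethylated, bridges streptavidin donor and antibody-captured acceptor beads. Enzyme at 20 nM was preincubated 15 min with test compounds; peptide 500 nM and SAM 20 uM then reacted for 2 h.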
Pol beta inh: blocks human DNA polymerase beta activity; P06746; Pol beta primer extension/strand displacement, fluorescence kinetic; Potency, µM (top dose mostly 114 µM), for the others: at the top dose activity change, negative = inhibition, usual class: inhibitors; 340,000 tested, 1.3% active; AID 485314; also: % is scaled to controls: 0 for no effect and ±100 for the full control effect
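Homogeneous kinetic assay of primer extension and strand displacement by 10 nM Pol beta, preincubated 15 min at room temperature with compound before 50 nM substrate (final) was added. Read at 0 and 10 min; four-parameter Hill fit.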
APEX1 inh: inhibitors of human APE1 endonuclease; AID 2517; Potency, µM (series often up to 65.8 µM), for inactives: at the highest dose activity change, negative = inhibition, hits mostly inhibitors; recombinant APE1, TAMRA/BHQ-2 abasic DNA cleavage fluorescence; P27695; 350,000 tested, 0.35% active;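 also: plate controls were vehicle for no effect and reference inhibitor for full effect; nearly all actives have a fitted effect of over 55% in size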
Target sequence (P27695 whole entry, looked up): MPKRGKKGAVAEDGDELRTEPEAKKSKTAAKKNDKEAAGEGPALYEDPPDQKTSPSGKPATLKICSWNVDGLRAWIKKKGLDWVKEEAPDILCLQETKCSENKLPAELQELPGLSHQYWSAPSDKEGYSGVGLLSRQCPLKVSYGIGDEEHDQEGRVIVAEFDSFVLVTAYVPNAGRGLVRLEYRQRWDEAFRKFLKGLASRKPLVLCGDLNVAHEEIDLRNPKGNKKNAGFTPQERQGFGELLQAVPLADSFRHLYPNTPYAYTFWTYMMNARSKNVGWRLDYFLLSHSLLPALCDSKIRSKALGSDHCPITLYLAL
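APE1 at 0.75 nM preincubated 15 min at room temperature with compound. Reaction then started with 50 nM double-stranded THF-abasic substrate labelled with TAMRA/BHQ-2, and 525/598 nm fluorescence read kinetically. Activity taken as third-minus-first read difference, normalized to DMSO and NSC13755 controls.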
BLM helicase inh: Bloom syndrome helicase (human) inhibition; P54132; Potency, µM (doses to about 56.1 µM), for the others: at the highest dose activity change, negative = inhibition, usual class: inhibitors; AID 2528; 350,000 tested, 0.2% active; recombinant BLM DNA unwinding, fluorescence dequenching;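 also: plate controls were vehicle for no effect and no enzyme for full effect; nearly all actives have a fitted effect of over 35% in size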
Pol iota inh: inhibitors of human DNA polymerase iota | Q9UNA4 | Pol iota fluorescent replication assay, 10 min | Potency, µM (doses to about 115 µM), for inactives: top-dose activity, negative = inhibition, most hits filed as inhibitors | 390,000 tested, 1% active | AID 588590
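Pol iota at 10 nM preincubated 15 min with compounds at room temperature; reaction started with fluorescent substrate, 50 nM final. Fluorescence read kinetically at 0 and 10 min; buffer-only wells as negative control.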
BAZ2B block: inhibitors of human BAZ2B bromodomain; Q9UIF8; Potency, µM (series often up to 114 µM), for inactives: at the highest dose activity change, negative = inhibition, actives largely listed as inhibitors; 360,000 tested, 4.4% active; AlphaScreen BAZ2B-H3K14Ac peptide displacement; also: % is scaled to controls: 0 for no effect and ±100 for the full control effect; nearly all actives have a fitted effect of over 60% in size
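Complex of BAZ2B and biotin-H3K14Ac (50 nM apiece) forms over 30 min at RT, then faces library compounds up to 110 uM for another 30 min; AlphaScreen beads added, 20 min dark incubation, luminescence read.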
JMJD2A Tudor: JMJD2A Tudor domain (human) inhibition; Potency, µM (top dose mostly 114 µM), for inactives: at the highest dose activity change, negative = inhibition, most hits filed as inhibitors; 390,000 tested, 4.4% active; O75164; AID 504339; AlphaScreen JMJD2A-Tudor / H3K4me3 peptide binding; also: % is scaled to controls: 0 for no effect and ±100 for the full control effect; nearly all actives have a fitted effect of over 50% in size
Pol kappa inh: inhibitors of human DNA polymerase kappa; 400,000 tested, 0.53% active; purified Pol kappa, fluorescent DNA synthesis assay, 10 min; AID 588579; Potency, µM (doses to about 107 µM), inactives show at the top dose activity, negative = inhibition, actives largely listed as inhibitors; also: % is scaled to controls: 0 for no effect and ±100 for the full control effect
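Readout: fluorescence, taken kinetically at 0 and 10 min. Conditions: 10 nM Pol kappa, 15 min RT compound preincubation, 50 nM substrate final. Controls: enzyme-free buffer wells.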
* hit, by the source's call; ? = inconclusive; nt = not tested or not shown; & = joins results of further samples; [ ] = another dose, or the depositor's remark. Calls follow the shape of the dose curve; as a rule, active = well fitted curve in the direction sought with a large enough effect; inconclusive = small, poorly fitted or top-dose-only effect, or another doubt; inactive = no such curve, though single readings can be large; an effect the other way counts as inactive or inconclusive. Potency is read from the fitted curve at half-maximal effect.

SMILES	POLH inh	G9a inh	Pol beta inh	APEX1 inh	BLM helicase inh	Pol iota inh	BAZ2B block	JMJD2A Tudor	Pol kappa inh
N#CCCCn1c(O)c(N=NC(=O)C(O)c2ccccc2)c2ccccc21 (stereo not given)	-25%	-3%	1%	0%	-7%	41%[activator]	?	-28%	1%
CN1CCN(c2ncc3nc(-c4cn(C)c5ccccc45)c(=O)n(C[C@H]4CCCO4)c3n2)CC1	nt	0%[0.501 µM]	nt	-2%	-3%	nt	nt	nt	-6%[60.1 µM]
Cc1ccc(NC(=O)CN2C(=O)C3(SCC(=O)N3c3cccc(Cl)c3)c3ccccc32)cc1C (stereo not given)	-12%	-9%[59 µM]	?	nt	-7%	0%	-5%[57.1 µM]	-31%	-4%
CC(C)(C)c1cc(C(=O)Nc2cccc3ccccc23)ccn1	-10%	-8%[59 µM]	1%	-8%	-3%	-8%	9%	-15%	0%
Cc1cccc(CSC(Nc2ccc(F)cc2)=C(C#N)C#N)c1	-5%	3%[59 µM]	4%	-5%	-2%	5%	?	-27%[57.1 µM]	1%
COc1ccc(-c2nc3ccc(C(=O)NCc4ccccc4)cc3nc2-c2ccc(OC)cc2)cc1	-13%	28%[59 µM]	23%	nt	-7%	18%	0%	24%	-9%[60.1 µM]
COC(=O)C1=CC(C(=O)c2cccs2)=NN(c2ccc(OC)cc2)C1C(=O)OC (stereo not given)	?	13µM*	-26%	-5%	-12%	?	8.9µM*	25µM*	-23%
CCOc1ccc(NC(=O)Cn2cc(C(=O)c3ccc(CC)cc3)c(=O)c3cc(C)ccc32)cc1	50µM*	?	?	nt	-11%	16%	?	-13%	-9%
O=c1[nH]c(-c2ccccn2)nc(C(F)(F)F)c1Br	1%	14%	36%	-18%	-1%	16%	28µM*	18µM*	-10%
Cc1cc(NC(=O)CSc2nc3c(C)c(C)ccc3cc2C)no1	-16%	-8%	-21%	45%[activator]	1%	94%[activator]	-1%	-10%	-16%
O=C(NCC1CCCO1)c1ccc(NC(=O)C2C3C=CC(C3)C2C(=O)O)cc1 (stereo not given)	-2%	-5%[59 µM]	1%	-2%	2%	45%[activator]	-15%	-7%	-17%
NCCCCCc1cn(CC(=O)NCCCCCCCCCCC(=O)N2CCNCC2)nn1	1%	25%[2.33 µM]	nt	4%	nt	?	14%	-20%	-14%
CCCOc1ccc(C(=O)O)cc1	3%	4%	11%	-4%	-1%	-16%	-9%	-6%	-10%
C=C(C)CN=C1NN=C(c2cc(C)n(-c3ccc(C)cc3)c2C)CS1	-19%	-13%[59 µM]	-11%	-6%	-7%	18%	-39%	-26%	1%
CCc1ccc(OCC(=O)N(Cc2cccs2)C2CCS(=O)(=O)C2)cc1 (stereo not given)	-12%	12%	-1%	39%[activator]	-2%	-11%	0%	-3%	10%
O=C(Cn1cnc2c(cnn2-c2ccccc2)c1=O)N1CCCc2ccccc21	-10%	-2%[59 µM]	0%	0%	-1%	16%	1%	-19%	-6%
O=C(CNC(=O)c1ccc(Cl)cc1)c1ccc(Cl)cc1	-9%	10%	-12%	5%	-7%	-10%	1%	-10%	-2%
CCc1ccc(Sc2cc(C(=O)NCc3ccccc3OC)c3ccccc3n2)cc1	-2%	15%[59 µM]	-1%	nt	-7%	8%	9%	-8%	1%[60.1 µM]
C[C@H]1CN(S(=O)(=O)C(C)(C)C)[C@H](CCO)/C1=C\c1ccccc1	-10%	nt	nt	nt	nt	13%	nt	-22%	-8%
CCN(CC)CCOC(=O)c1ccc(Cl)cc1	-12%	?	8%	1%	4%	-4%	-1%	-15%	-7%
CC(C)C(=O)Nc1ccc(NC(=O)c2ccccc2Cl)nc1	-16%	-38%[12.7 µM]	-27%	2%	-8%	-4%	-8%	0%	-6%
O=C1C2CC=CCC2C(=O)N1CC(=O)N(Cc1ccccc1)C1CCS(=O)(=O)C1 (stereo not given)	-1%	16%[59 µM]	1%	-4%	2%	-4%	30%	-13%	-1%
COC(=O)CCCC(=O)Nc1c(F)c(F)c(F)c(F)c1F	-12%	-10%[12.7 µM]	30%	2%	0%	-3%	3%	0%	-1%
CCOC(=O)Cc1nnc(NC(=O)C(CC)Sc2nnc3c4ccccc4n(C)c3n2)s1 (stereo not given)	3%	1%[59 µM]	18%	13%	-5%	-3%	3%	-12%	-11%
c1cncc(-c2nc3c(ccc4ccccc43)[nH]2)c1	-9%	0%[59 µM]	?	?	-6%	20%	-7%	-21%	-7%[60.1 µM]

2 of these compounds, set out differently:
smiles,POLH inh,G9a inh,Pol beta inh,APEX1 inh,BLM helicase inh,Pol iota inh,BAZ2B block,JMJD2A Tudor,Pol kappa inh
CCCOc1ccc(C(=O)O)cc1,3%,4%,11%,-4%,-1%,-16%,-9%,-6%,-10%
C=C(C)CN=C1NN=C(c2cc(C)n(-c3ccc(C)cc3)c2C)CS1,-19%,-13%[59 µM],-11%,-6%,-7%,18%,-39%,-26%,1%

Later entries:
SMILES	POLH inh	G9a inh	Pol beta inh	APEX1 inh	BLM helicase inh	Pol iota inh	BAZ2B block	JMJD2A Tudor	Pol kappa inh
O=C(CSC(=S)N1CCSCC1)c1ccc(Cl)cc1	1%	-30%	1%	-1%	-11%	72%[activator]	12%	20%	0%
COc1ccc(CN2CCCC(C(=O)c3ccc(Cl)cc3)C2)cc1Cn1cccn1 (stereo not given)	-5%	?	-18%	2%	1%	-5%	-36%	-25%	-16%
NC(=O)C1CCN(C(=S)c2cccs2)CC1	3%	?	-2%	6%	-1%	25%	6%	-2%	3%
O=C(O)Cn1cc(C(=O)c2cccs2)c2ccccc21	2%	-2%[12.7 µM]	-12%	3%	3%	20%	7%	-4%	-12%
Cc1csc(NC(C)c2nc3cc(C(F)(F)F)ccc3n2CCCO)n1 (stereo not given)	-3%	nt	nt	nt	nt	20%	nt	-31%	1%
CCCNC(=O)COc1ncnc2sc(C)c(C)c12	-15%	0%[59 µM]	2%	-2%	-2%	10%	11%	-7%	-8%
CCOc1ccc(S(=O)(=O)NCCC(=O)NC2=NCCS2)cc1	-10%	-5%	10%	2%	0%	16%	7%	-20%	-5%
COc1ccc(CCCc2nnc(SCC(=O)NN)o2)c(C)c1	6%	31%	9%	26%	-6%	?	-14%	-14%	-7%
CCOC(=O)c1cc(NC(=O)c2ccccc2)c(=O)oc1C(F)(F)F	1%	?	63%	-8%	-3%	21%	-3%	-7%	-10%
CCOc1ccc(NC(=O)c2cc(S(=O)(=O)N3CCOCC3)cs2)cc1	-13%	nt	59%	0%	-5%	5%	-2%	-11%	9%
CCSc1sccc1C1C(C#N)=C(N)N(c2cccnc2)C2=C1C(=O)CCC2 (stereo not given)	2%	?	0%	-3%	-4%	34%[activator]	-2%	-19%	-11%
Cc1ccc(CSc2nnc(-n3c(=O)c(C#N)cc4c(=O)n5cccc(C)c5nc43)s2)cc1	nt	5%[59 µM]	40%	nt	-11%	13%	8%	-4%	8%
COCCn1c(CCC(=O)O)nc2c1c(=O)[nH]c(=O)n2CC(C)C	9%	-18%	18%	16%	2%	9%	11%	-12%	-13%
Cn1c(NN)nc2sc3c(c2c1=O)CCC3	-8%	-2%[12.7 µM]	89µM*	-6%	0%	?	-4%	-32%	-10%
COc1ccc2c(c1)c(CC(=O)O)c(C)n2C(=O)c1ccccc1	-4%[57.1 µM]	23%[12.7 µM]	15%[57.1 µM]	8%	nt	3%[58.9 µM]	nt	nt	-11%[60.1 µM]
Cc1ccc2c(CC(=O)OCc3nc(N)nc(Nc4ccccc4C)n3)coc2c1	-21%	20%[2.33 µM]	4%	-5%	-13%	6%	-32%	-34%	-6%
C[C@H](NC(=O)Nc1ccc2c(c1)OCCO2)C(=O)O	-7%	?	1%	3%	-8%	13%	4%	1%	-12%
O=C(CNC(=O)c1cccc(F)c1)OCC(=O)N1CCN(C(=O)c2ccco2)CC1	-14%	-12%[59 µM]	6%	28%	-1%	41%[activator]	0%	-9%	-7%
O=c1[nH]c(=O)n(CCCc2ccccc2)cc1-c1ccccc1	?	nt	nt	nt	nt	-11%	nt	-10%	-6%
COc1cc(NS(=O)(=O)c2ccc3[nH]c(=O)[nH]c3c2)cc(OC)c1	-18%&-1%	-4%[59 µM]	55%&16%	-8%	-1%&-1%	23%&31%	?	-16%&-10%	-22%&5%
COc1ccc(-c2cn3c(n2)sc2cc(C(=O)NCCC4=CCCCC4)ccc23)cc1	-21%	-5%[59 µM]	-1%	nt	-1%	31%[activator]	5%	1%	-17%
CN(CC(=O)Nc1cc([N+](=O)[O-])ccc1Cl)Cc1ccc(Br)cc1	-12%	11µM*	-28%	-11%	-4%	11%	?	?	-19%
Cc1ccccc1N1CCN(Cc2nc(Cc3ccccc3F)no2)CC1	-16%	143%[activator]	14%	4%	-9%	36%[activator]	16%	59%[activator]	-10%
NC(=O)N/N=C/c1ccccc1OC(=O)c1cc2ccccc2oc1=O	5%	7%	?	-18%	-3%	-16%	-10%	-16%	0%
O=C(Nc1ccccc1F)C1CCCN(S(=O)(=O)c2ccccc2)C1 (stereo not given)	-18%	6%	4%	-2%	-2%	88%[activator]	-3%	13µM*	-11%

(further entries)
SMILES	POLH inh	G9a inh	Pol beta inh	APEX1 inh	BLM helicase inh	Pol iota inh	BAZ2B block	JMJD2A Tudor	Pol kappa inh
Cc1cc(NC(=O)c2cc(-c3ccc(Cl)cc3)on2)nn1Cc1ccc(Cl)cc1	-2%	-19%[59 µM]	6%	nt	-3%	-3%	-37%	-11%	-12%
COCCC(=O)N1CCC(Oc2ccc(C(=O)NCc3cccc(C)n3)cc2)CC1	0%	nt	3%	3%	-11%	9%	-2%	-1%	-16%
CCOc1ccc2nc(SCC(=O)NCC3CCCO3)c(C#N)cc2c1 (stereo not given)	-6%	-2%	-24%	31%[activator]	-3%	-20%	-11%	-15%	-17%
C/C(=N\NC(=O)c1nc(C)cc(C)n1)c1ccccc1	4%	6%[59 µM]	4%	0%	-1%	3%	-3%	-30%	-1%
Cc1ccc(C(=O)OCC(=O)NC2CC2)cc1S(=O)(=O)N1CCOCC1	-2%	-70%[59 µM]	nt	-28%	nt	21%	10%	6%	13%
CSc1nc(=S)n(-c2ccc([N+](=O)[O-])cc2)c(C)c1C(C)=O	-20%	nt	21%	13%	-6%	13%	-4%	-16%	-1%

Single values from the results shown:
G9a inh result of Cc1cc(NC(=O)c2cc(-c3ccc(Cl)cc3)on2)nn1Cc1ccc(Cl)cc1 → -19%[59 µM]
G9a inh result of CCOc1ccc2nc(SCC(=O)NCC3CCCO3)c(C#N)cc2c1 (stereo not given) → -2%

Screens (PubChem)

Some of the compounds tested; count on the stated rates, not on these rows.
